# GLP1R cytotox: qHTS of GLP-1 Receptor Inverse Agonists: Cytotox Screen; AID 624418, 2012; Potency, µM (titrated, usually from 38.3 µM), without a hit: at the highest dose activity change, negative = inhibition, actives largely listed as inhibitors; 410,000 compounds, 0.13% hits; HEK293 cAMP-luciferase reporter cells, luminescence, 24 h;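 also: loss of luciferase light is scored as toxicity; % is scaled to controls: 0 for no effect and ±100 for the full control effect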
#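 Here, cytotoxicity is scored as loss of luminescence. The MLSMR collection was tested on cells seeded in medium containing 10% Nu serum, with a 24 hr compound exposure preceded by 12 hours of culture.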
# KB-3-1 tox: qHTS assay for MDR1-selective chemotherapeutics: Primary screen using the parental adenocarcinoma cell KB-3-1 | KB-3-1 viability, CellTiter-Glo ATP luminescence, 72 h | Potency, µM (doses to about 46.1 µM), for inactives: at the top dose activity change, negative = cytotoxic, hits mostly cytotoxic | 400,000 compounds, 1.4% hits; also: % is scaled to controls: 0 for no effect and ±100 for the full control effect; nearly all actives have a fitted effect of over 60% in size
#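 Cells are dispensed, compounds pinned in, plates held at 37 °C for 72 h, then CellTiter-Glo is added and luminescence read after 10 minutes. Cell line: parental KB-3-1 in phenol-red-free DMEM, 10% FBS.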
# KB-V1 MDR tox: qHTS assay for MDR1-selective chemotherapeutics: Primary screen using the drug-selected MDR subline cells KB-V1; KB-V1 MDR cells viability, CellTiter-Glo, 72 h; Potency, µM (titrated, usually from 46.1 µM), inactives show top-dose activity change, negative = cytotoxicity, usual class: cytotoxic; 400,000 compounds, 3.4% hits; AID 1347076, 2019; also: % is scaled to controls: 0 for no effect and ±100 for the full control effect; nearly all actives have a fitted effect of over 60% in size
#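 Compound-treated KB-V1 multidrug-resistant cells, 72 h, 37 degrees C; viability by CellTiter-Glo. Fitted qHTS curves give the values.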
# GLP1R ag: qHTS of GLP-1 Receptor Agonists; 380,000 compounds, 0.007% hits; AID 624172, 2012; Potency, µM (titrated, usually from 45.6 µM), without a hit: at the top dose activation, most hits filed as activators; HEK293 GLP-1R CRE-luciferase, luminescence, 4-6 h; cells express a hypersensitive GLP-1R form; also: % of control where 0% means no effect
# Target sequence (P43220 whole entry, looked up): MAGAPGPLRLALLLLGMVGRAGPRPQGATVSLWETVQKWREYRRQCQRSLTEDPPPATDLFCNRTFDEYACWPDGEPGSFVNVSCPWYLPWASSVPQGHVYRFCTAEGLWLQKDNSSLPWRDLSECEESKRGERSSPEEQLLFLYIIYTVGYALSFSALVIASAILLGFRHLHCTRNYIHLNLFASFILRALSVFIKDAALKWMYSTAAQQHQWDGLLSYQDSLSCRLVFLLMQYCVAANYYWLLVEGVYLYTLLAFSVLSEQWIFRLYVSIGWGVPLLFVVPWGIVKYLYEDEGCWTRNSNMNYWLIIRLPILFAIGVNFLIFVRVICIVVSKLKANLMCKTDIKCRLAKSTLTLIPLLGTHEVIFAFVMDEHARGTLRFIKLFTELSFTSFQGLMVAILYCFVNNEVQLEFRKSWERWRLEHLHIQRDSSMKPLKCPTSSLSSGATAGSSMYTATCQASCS
# HT1080 IDH1KD tx: qHTS for induction of synthetic lethality in tumor cells producing 2HG: qHTS for the HT-1080-IDH1KD cell line; Potency, µM (top dose mostly 46.1 µM), without a hit: top-dose activity, negative = toxicity, most hits filed as cytotoxic; HT-1080 IDH1 knockdown viability, ATP luminescence, 48 h; AID 686971, 2013; 360,000 compounds, 2% hits;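 also: 0% = DMSO wells and -100% = cell-free medium wells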
#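 IDH1KD HT-1080 cells, 750/well, RPMI + 5% FBS; compound pinned after 2 h settling; 48 h, 37 °C; CellTiter-Glo luminescence; % activity normalised to DMSO and no-cell wells; curves fitted, classed by r2 and efficacy.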
# TDP-43 yeast inh: qHTS of TDP-43 Inhibitors; TDP-43 expressing yeast growth rescue, BacTiter-Glo, 24 h; Potency, µM (highest dose often 46.1 µM), without a hit: at the highest dose growth rescue (activation), most hits filed as activators; 410,000 compounds, 1.8% hits; AID 652104, 2013; also: % of control where 0% means no effect; nearly all actives have a fitted effect of over 50% in size
#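 Luminescence from BacTiter-Glo reports growth of TDP-43-expressing yeast after 24 hr at 30 deg C with compound. Cells were raffinose-pregrown to mid-log, then seeded in galactose medium at OD600=0.02.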
# SW480 rerep: A quantitative high throughput screen for small molecules that induce DNA re-replication in SW480 colon adenocarcinoma cells | SW480 DNA re-replication, Hoechst DNA content imaging, 48 h | Potency, µM (highest dose often 46.1 µM), without a hit: at the top dose re-replication activation, most hits filed as activators | 340,000 compounds, 1.8% hits | AID 624297, 2012; also: % of control where 0% means no effect; nearly all actives have a fitted effect of over 55% in size
#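 Per well, 250 cells were exposed to pinned compound for 48 hr. Nuclear DNA was visualised with Hoechst (40 min, 37 C) and total object intensity recorded by fluorescence scanning.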
# HT1080-NT tox: qHTS for induction of synthetic lethality in tumor cells producing 2HG: qHTS for the HT-1080-NT fibrosarcoma cell line; 360,000 compounds, 1.6% hits; Potency, µM (series often up to 46.1 µM), without a hit: at the highest dose activity, negative = less viability, actives largely listed as cytotoxic; HT-1080-NT fibrosarcoma viability, CellTiter-Glo ATP luminescence, 48 h;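 also: NT is the 2HG producing partner of a matched IDH1 knockdown line; 0% = DMSO-treated cells and -100% = media-only wells without cells; nearly all actives have a fitted effect of over 55% in size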
#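 Viability of the 2HG-overproducing fibrosarcoma line after 48 hours of compound exposure at 37 degrees C was determined by luminescence with CellTiter-Glo, and concentration-effect curves were then fitted and categorized.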
# GLP-1R inv ag: qHTS of GLP-1 Receptor Inverse Agonists (Inhibition Mode) | Potency, µM (titrated, usually from 38.3 µM), without a hit: at the highest dose activity change, negative = inhibition, actives largely listed as inhibitors | 410,000 compounds, 1.6% hits | AID 624417, 2012 | HEK293 GLP-1R CRE-luciferase, luminescence, 24 h; GLP-1R form is constitutively active | Glucagon-like peptide 1 receptor (Homo sapiens), P43220; also: % is scaled to controls: 0 for no effect and ±100 for the full control effect; nearly all actives have a fitted effect of over 55% in size
#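 Stable HEK293 clone (constitutively active GLP-1R + cAMP-response luciferase); 200 cells/uL plated, 12 h pre-culture, compound 24 hr, 37 deg C/5% CO2; detection reagent 12 min RT; luminescence.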
# * marks the source's active call; other numbers are inactive results; ? = inconclusive; . = no result given; [ ] = remark or other dose. Calls follow the shape of the dose curve; as a rule, active = well fitted curve in the direction sought with a large enough effect; inconclusive = small, poorly fitted or top-dose-only effect, or another doubt; inactive = no such curve, though single readings can be large; an effect the other way counts as inactive or inconclusive. Potency is read from the fitted curve at half-maximal effect. Compounds as they come (roughly 9.4% active in at least one column).
SMILES,GLP1R cytotox,KB-3-1 tox,KB-V1 MDR tox,GLP1R ag,HT1080 IDH1KD tx,TDP-43 yeast inh,SW480 rerep,HT1080-NT tox,GLP-1R inv ag
COc1ccc(N2CCN(C(CNC(=O)C(=O)NCCc3ccccc3)c3cccnc3)CC2)cc1 (configuration not stated),-3%,-9%,7%,.,.,7%,.,.,9%
COc1cccc(CNC(=O)CC(NC(C)=O)c2ccccc2)c1 (configuration not stated),-18%,3%,2%,9%,18%,-15%,2%,10%,10%
COc1ccc(C(=O)NCCS(=O)(=O)N(C)Cc2ccccc2)cc1,2%,5%,-19%,-6%,-1%,31%,-1%,-1%,-28%
Cc1ccc(S(=O)(=O)NCC(=O)NCC(=O)NCCc2ccc(Cl)cc2)cc1C,-10%,-3%,9%,5%,-18%,11%,.,-11%,-32%
O=C(Nc1ccc2c(c1)OCCO2)c1cc(-c2ccccc2)nc2ccccc12,3%,-29%,-27%,-22%,-25%,?,1%,-17%,0%
CC(=O)N1CCN(c2ccc(NCc3ccco3)cc2)CC1,.,-14%,-11%,16%,.,.,17%,.,.
CN(C(=O)c1cccc(NC(=O)Cc2cccc(NC(=O)C3CCCN(C(=O)C4CC4)C3)c2)c1)C1CCC1 (configuration not stated),-4%,6%,0%,0%,22%,17%,4%[9.22 µM],20%,13%
CCOc1ccc2[nH]c(=S)[nH]c2c1,-19%,-1%,?,1%,17%,21%,-3%,8%,2%
CCCOc1cc(NCc2ccccc2)c2ncn(C(C)C)c2c1,-7%,7%,-14%,6%,-20%,21%,-8%[9.22 µM],-20%,?
Cc1ccc(CNC(=O)Cn2cnc3c(NCc4ccccc4)ncnc32)o1,-19%,?,?,4%,?,-5%,?,?,?
N#Cc1ccccc1NC(=O)c1ccc2c(Cl)c3c(nc2c1)CCCC3,8%,1%,8.2µM*,23%,15%,?,-1%,7%,39%[activator]
COc1ccc(CCNCC(=O)Nc2ccc(C)c(Br)c2)cc1OC,-10%,?,-20%,-3%,?,-9%,3%,?,11µM*
CCCCCCCNc1nc(Cl)nc(NCCO)n1,7%,-4%,10%,13%,-1%,15%,?,-1%,-25%
COCCCNC(=S)N1CCN(c2ccc([N+](=O)[O-])cc2)CC1,?,?,16µM*,3%,0%,12%,-4%,10%,9%
CCN1CC2CCCC3(C1)C(=O)NC1(CCCCC1)N=C23 (configuration not stated),2%,0%,4%,-11%,3%,14%,-2%,6%,-5%
C=CCN(C(=O)CNC(=O)c1ccco1)C(C(=O)NC1CCCCC1)c1ccc(F)cc1 (configuration not stated),-12%,8%,-31%,-9%,13%,7%,-3%,13%,-19%
O=C(c1cc(NC(=O)C23CC4CC(CC(C4)C2)C3)cc(NC(=O)C23CC4CC(CC(C4)C2)C3)c1)N1CCCCC1,-3%,?,?,-11%,-29%,4%,13µM*,-5%,?
C=CCOc1cccc(CNn2cn[nH]c2=S)c1,0%,2%,-2%,-1%,7%,-7%,2%,6%,4%
Cn1c(=O)c2cc(NC(=O)CCc3ccc(O)cc3)ccc2n1Cc1cccc(C(F)(F)F)c1,0%,?,6%,2%,?,11%,.,?,?
COC(=O)c1ccc(OCCCCN2CC(C)OC(C)C2)cc1 (configuration not stated),-7%,-2%,?,1%,10%,-20%,-7%,-1%,?
O=C(Nc1nnc(-c2cccnc2)o1)c1ccccc1Cl,-3%[0.307 µM],2%,14%,-9%,17%,9%,2%,18%,0%[0.307 µM]
COc1ccc(/C(C)=N/N=C(N)N)c(O)c1,17%,9%,3%,10%,-1%,-13%,-17%,20%,7%
C=CCNC(=O)CCCOc1cc(C)ccc1C,11%,10%,-24%,-7%,4%,-1%,-3%,12%,0%
FC(F)(F)c1ccc2c(c1)nc1n2CCCC1,-20%,-2%,-5%,3%,7%,-7%,-12%,10%,4%
CC(C)(O)c1nnn(-c2ccccc2)c1C(F)(F)F,20%,14%,19%,-4%,-2%,-12%,4%[9.22 µM],-2%,17%
C=CCn1c(=NC(=O)c2cc(-c3cccs3)nc3ccccc23)sc2cc(S(N)(=O)=O)ccc21,15%,12%,-19%,0%,2%,15%,21µM*,-20%,-5%
Cc1cccc(C)c1NC(=O)C1CCCN(S(=O)(=O)c2c(C)noc2/C=C/N(C)C)C1 (configuration not stated),-8%,?,10%,.,.,25%,.,.,-11%
COc1cccc(C(O)c2nc(-c3ccc(F)c(Cl)c3)cs2)c1 (configuration not stated),0%,-1%,3%,7%,?,?,.,?,?
COc1ccc(NC(=O)c2oc3ccc(S(=O)(=O)N4CCC5(CC4)OCCO5)cc3c2C)cc1,-20%,?,?,-13%,-28%,-7%,-4%,?,0%
CN1CCN(C(=S)c2cn(Cc3ccc(Br)cc3)c3ccccc23)CC1,-23%,-14%,-1%,17%,?,16%,-1%,?,?
CCCc1ccc(OCc2ccc(C(=O)N3CCN(c4ccccn4)CC3)o2)c(OC)c1,?,-10%,3.7µM*,4%,?,11%,12%,?,-18%
COC(=O)C(Sc1ccc(Cl)cc1)C1SC(=S)N(Cc2ccccc2)C1=O (configuration not stated),16%,0%,9%,0%,?,?,.,-16%,?
CCCCn1c(C(C)NC(=O)CC)nc2ccccc21 (configuration not stated),-1%,0%,-9%,-3%,5%,19%,-8%,5%,-10%
COc1cccc(CSc2nnc(C(F)(F)F)n2Cc2ccc(F)cc2)c1,-9%,-10%,-19%,-3%,2%,-2%,-10%,1%,-2%
O=C1N=C(N2CCCC2)S/C1=C\C=C\c1ccccc1,-3%,1%,-5%,-7%,0%,12%,-12%,0%,-55%
Cc1c(C(=O)NN)sc(=S)n1C,12%,3%,24%,7%,11%,0%,-16%,7%,-10%
O=c1cc(CSc2ccccc2)[nH]c2ccc(F)cc12,-1%,-14%,4%,.,.,21%,.,.,-20%
CCOC(=O)c1sc(NC(=O)c2nc3ncccn3n2)c(C(=O)OC)c1C,3%,18%,14%,.,.,14%,.,.,6%
COc1ccc2ccccc2c1CN1CCN(C(=O)c2ccco2)CC1,?,-26%,?,7%,-25%,9%,2%,-11%,?
CCN(CC)CCCNC(=O)Cc1c(C(=O)O)n(C)c2ccccc12,-12%,2%,2%,-2%,4%,12%,-17%,3%,4%
O=C(CSCc1ccc(Cl)c(Cl)c1)Nc1c[nH]c(=O)[nH]c1=O,3%,7%,5%,-11%,-2%,5%,-7%,-5%,14%
COC(=O)CCn1[nH]c(=O)c2ccccc2c1=O,3%,-2%,0%,0%,29%,-23%,0%,9%,0%
CCOC(=O)c1c(C)nc2sc3c(=O)n(-c4ccc(OC)cc4)nnc3c2c1-c1ccc(OC)cc1,-10%,-2%,-10%,1%,7%,-3%,3%,12%,10%
O=C1CCc2cc(NS(=O)(=O)c3ccc(F)cc3)cc3c2N1CC3,-4%,-16%,-21%,13%,-9%,8%,-5%,-3%,10%
COc1ccc(CCNC(=O)Cn2cnc3c2c(=O)n(C)c(=O)n3C)cc1OC,4%,-4%,17%,-3%,-10%,-2%,-10%,0%,29%
CCOc1cc(CNS(=O)(=O)c2cn(C)cn2)cc(OCC)c1OCC,-3%,-7%,-1%,0%,1%,-16%,21%,-6%,9%
CCOCCCNC(=S)N1CCCN(c2nc3c(C)c(C)ccc3cc2C#N)CC1,10%,-4%,1%,26%,-12%,-10%[9.22 µM],?,-16%,?
O=C(CCC(C(=O)c1ccccc1)c1ccccc1)c1ccccc1 (configuration not stated),8%,0%,?,7%,-20%,10%,.,-16%,?
CCOc1sc2nc(C)n(CC(=O)Nc3cccc(C)c3)c(=O)c2c1C,-3%,-7%,11%,-1%,.,18%,.,.,-9%
Cc1ccc(C(=O)C[n+]2ccccc2C)cc1[N+](=O)[O-],1%,9%,?,3%,11%,-36%[1.82 µM],-7%,24%,2%

# Another view of some results above:
structure	GLP1R cytotox	KB-3-1 tox	KB-V1 MDR tox	GLP1R ag	HT1080 IDH1KD tx	TDP-43 yeast inh	SW480 rerep	HT1080-NT tox	GLP-1R inv ag
CCOc1cc(CNS(=O)(=O)c2cn(C)cn2)cc(OCC)c1OCC	-3%	-7%	-1%	0%	1%	-16%	21%	-6%	9%
CCOCCCNC(=S)N1CCCN(c2nc3c(C)c(C)ccc3cc2C#N)CC1	10%	-4%	1%	26%	-12%	-10%[9.22 µM]	?	-16%	?
O=C(CCC(C(=O)c1ccccc1)c1ccccc1)c1ccccc1 (configuration not stated)	8%	0%	?	7%	-20%	10%	.	-16%	?

# The list goes on.
SMILES,GLP1R cytotox,KB-3-1 tox,KB-V1 MDR tox,GLP1R ag,HT1080 IDH1KD tx,TDP-43 yeast inh,SW480 rerep,HT1080-NT tox,GLP-1R inv ag
CCOc1cccc(-c2nnc(SCC(=O)Nc3cc(OC)cc(OC)c3)n2N)c1,-14%,5%,23%,-1%,0%,13%,-2%,7%,0%
CCCCn1c(=O)[nH]c(=O)c2c(C(=O)OCC)cc(-c3cccs3)nc21,-9%,?,?,6%,-2%,-7%,?,-9%,0%
O=[N+]([O-])c1ccc2nc(NCCCO)nc(-c3ccccc3)c2c1,-6%,2%,?,-5%,-17%,5%,24%,-21%,102%[activator]
Oc1ccccc1Nc1nc(-c2ccccc2)c2cc(Cl)ccc2n1,13%,-9%,6%,.,.,8%,.,.,6%
COc1cc(CN2CC(=O)N(c3ccccc3Cl)C2=S)cc(OC)c1OC,-7%,-34%,?,-3%,-20%,-8%,25%,-6%,?
COc1ccccc1C(=O)N1CCN(C(=O)Cc2ccccc2)CC1,0%,9%,0%,2%,18%,-17%,-9%,?,13%

# Compound activity from PubChem.
